Ins promoter up = MIN6 insulin promoter up-regulation. MIN6 insulin promoter-GFP reporter, high-content imaging; stronger effect = higher value. z-score at 5 µM. 190,000 compounds, 0.3% hits;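 active = z-score above 3 at 5 µM with at least 500 cells counted in the well; inconclusive = wells under 500 cells, flagged as cytotoxic or low count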
Salmonella PhoP GFP = PhoP-dependent GFP reporter repression – Salmonella Typhimurium, primary screen (AID 1863); inhibition, % at 50 µM, or IC50 in µM where a hit was titrated; 300,000 compounds, 0.16% hits; S. Typhimurium PhoP-regulated promoter GFP reporter, 4 h; higher % means a stronger effect;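 active = inhibition over 29.93%, a cutoff 3 SD above the screen mean, later confirmed by dose response; inconclusive = inhibition over 29.93% but no dose response follow-up; inactive = inhibition at most 29.93% or unconfirmed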;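 note: 0% = low Mg2+ inducing control and 100% = high Mg2+ repressing control; strong numbers were not always called active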
TNAP activation fold = human TNAP enzyme activators, primary screen, biochemical, luminescent, no phosphate acceptor, uHTS (AID 1001); purified TNAP, luminescent activation assay, no phosphate acceptor; higher activation fold means a stronger effect; activation fold at 20 µM; hits with a dose series show EC50 in µM; 200,000 compounds, 0.03% hits; in the data active = activation fold from about 3, or a potency from the dose series; inactive = the rest, 99 in 100 with activation fold below about 1.6; note: many of its hits are not listed in these tables
Large T inhibition = SV40 large T antigen inhibitors, biochemical (AID 1903); SV40 large T antigen ATPase/helicase inhibition assay; higher % means a stronger effect; inhibition, % at 20 µM; hits with a dose series show IC50 in µM; 310,000 compounds, 0.39% hits; in the data active = a potency from the dose series; inconclusive = inhibition mostly from about 32% at the one dose, without a potency; inactive = the rest, 99 in 100 with inhibition below about 32%; note: strong numbers were not always called active
ER stress rescue = rescue of cells from ER stress-induced death, primary screen, 384-well, CSM14.1, thapsigargin, ATP luminescence (AID 1222) | CSM14.1 thapsigargin-induced death rescue, ATP luminescence; higher % means a stronger effect | one-dose cellular ATP content (survival), % at 20 µM; EC50 in µM for titrated hits | 190,000 tested, under 10 active;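 active = EC50 below 50 µM in the dose-response confirmation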;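 note: death triggered by thapsigargin at about 15 µM added after 2 h compound pretreatment; cell ATP read after overnight thapsigargin exposure of roughly 18 to 22 hours; normalized against plate controls of thapsigargin alone and 5% DMSO vehicle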
RSV CPE inhibition = RSV antiviral activity via CPE protection, HEp-2 cells, primary 10 µM value included (AID 2391). HEp-2 cells, RSV-induced CPE inhibition; higher % means a stronger effect. CPE inhibition, % at 10 µM, or IC50 in µM where a hit was titrated. 310,000 compounds, 0.13% hits; in the data active = a potency from the dose series; inconclusive = CPE inhibition mostly from about 23% at the one dose, without a potency; inactive = the rest, 99 in 100 with CPE inhibition below about 21%; note: strong numbers were not always called active
West Nile antiviral = inhibition of WNV-induced cytopathic effect – cell-based, CPE readout (AID 1621); West Nile virus-infected cells, CPE inhibition; higher % means a stronger effect; 290,000 compounds, 0.02% hits; CPE inhibition, % at 10 µM; hits with a dose series show IC50 in µM; in the data active = a potency from the dose series; inconclusive = CPE inhibition mostly from about 3.7% at the one dose, without a potency; inactive = the rest, 99 in 100 with CPE inhibition below about 2.2%; note: strong numbers were not always called active
human PMI inhibition = inhibitors of human PMI, primary screen, biochemical, fluorescence intensity, coupled assay (AID 1209) | purified PMI enzyme, coupled fluorescence intensity; higher % means a stronger effect | inhibition, % at 20 µM, or IC50 in µM where a hit was titrated | 190,000 compounds, 0.42% hits;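 note: plate controls were DMSO vehicle for no effect and wells lacking substrate for full effect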
PMI inhibition = human PMI inhibitors, high substrate, primary screen, biochemical, fluorescence intensity, high mannose 6-phosphate (AID 1220). 190,000 compounds, 0.66% hits. inhibition, % at 20 µM, or IC50 in µM where a hit was titrated. recombinant PMI enzyme, coupled fluorescence intensity; higher % means a stronger effect
Ins promoter up cell count = also measured in Ins promoter up; calls as there; cell count; measured here: cytotoxicity, nuclei count;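 total cells summed across four imaged fields per well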
* marks the source's active call; other numbers are inactive results; u = inconclusive; x = no result given. Cut-off read from the data, not from the text of the source, unless noted: active = inhibition above about 50%; inactive = the rest.

SMILES | Ins promoter up | Ins promoter up cell count | Salmonella PhoP GFP | TNAP activation fold | Large T inhibition | ER stress rescue | RSV CPE inhibition | West Nile antiviral | human PMI inhibition | PMI inhibition
NC(=O)[C@@H]1CC2(CC(c3cccc(NC(=O)COc4ccc(Cl)cc4)c3)=NO2)CN1C(=O)COc1ccc(Cl)cc1 (stereo not given in full) | -2.47 | 767 | -0.2% | x | 14.0% | x | 5.1% | 2.2% | x | x
Cc1cccc(NC(=O)Cn2cnc3c(oc4ccccc43)c2=O)c1 | -0.05 | 1680 | 3.0% | 1 | 4.7% | -0.3% | 4.0% | 1.8% | 0.1% | 0.3%
CCOC(=O)CSc1nc(C)c2cc(OC)ccc2n1 | 0.81 | 1265 | 6.1% | 1.1 | 6.0% | -0.5% | 0.6% | 0.0% | 13.1% | 11.7%
O=c1oc2ccccc2c(Cl)c1CN1CCCCC1 | -0.53 | 903 | 1.3% | 1.1 | 4.3% | -3.7% | 1.3% | -0.8% | 0.8% | -0.8%
CCCCOc1ccc(/C(O)=C2/C(=O)C(=O)N(CCCOC)C2c2ccncc2)cc1C (stereo not given) | 0.75 | 1510 | -10.1% | 1 | 4.3% | -0.7% | -0.2% | u | -3.3% | 0.2%
Cc1ccnc(SCC(=O)Nc2sc3c(c2C#N)CCCC3)n1 | u | x | 2.3% | 1 | 24.2% | 0.4% | -1.2% | -0.3% | 8.8% | 8.7%
COC(=O)Cn1c(=NC(=O)c2ccc(Cl)s2)sc2cc(F)ccc21 | -0.05 | 1508 | -3.0% | 1 | 3.8% | -2.7% | 1.0% | -0.6% | 9.6% | 4.7%
O=[N+]([O-])c1ccc(Oc2ccc(-c3cnc4ccccc4n3)cc2[N+](=O)[O-])cc1 | -0.67 | 1318 | 4.1% | 1.2 | 9.0% | -2.0% | 2.2% | -0.8% | 4.6% | 2.0%
CCCN(CCC)C(C(=O)Nc1cccc(OC)c1)c1ccccc1 (stereo not given) | -1.19 | 885 | 0.4% | 1 | 10.2% | -2.9% | 6.5% | -0.6% | 1.0% | -0.8%
O=C(NCC1CCCO1)C(c1ccccn1)N(Cc1ccccc1Cl)C(=O)CN1C(=O)c2ccccc2S1(=O)=O (stereo not given) | x | x | 1.7% | 1 | -11.0% | 1.6% | -0.4% | 2.0% | 5.5% | -3.1%

Copied from the list:
Value for `O=[N+]([O-])c1ccc(Oc2ccc(-c3cnc4ccccc4n3)cc2[N+](=O)[O-])cc1` under Ins promoter up: -0.67
Value for `O=c1oc2ccccc2c(Cl)c1CN1CCCCC1` under RSV CPE inhibition: 1.3%
Value for `CCOC(=O)CSc1nc(C)c2cc(OC)ccc2n1` under human PMI inhibition: 13.1%

Next records follow:
SMILES | Ins promoter up | Ins promoter up cell count | Salmonella PhoP GFP | TNAP activation fold | Large T inhibition | ER stress rescue | RSV CPE inhibition | West Nile antiviral | human PMI inhibition | PMI inhibition
CCN(CC)c1ccc2cc(C(=O)O)c(=O)oc2c1 | -0.18 | 1829 | -8.7% | 1.1 | 28.0% | -1.9% | 0.7% | -0.9% | 7.9% | 7.8%
O=C1c2ccccc2C2(c3ccccc3)NCCCN12 (stereo not given) | 0.04 | 1647 | -0.8% | 1.1 | 22.5% | 0.8% | 3.0% | 0.1% | 3.9% | -0.7%
Cc1cc(C(=O)NC2CC(C)(C)Cc3c2cnn3-c2ccc(F)cc2)nn1C (stereo not given) | x | x | -12.2% | x | 9.6% | x | 1.8% | -0.9% | x | x
CCS(=O)(=O)c1c(S(=O)(=O)CC)c2ccccn2c1C(N)=O | -0.13 | 1060 | 8.5% | 1 | -2.2% | -0.1% | -1.2% | 0.9% | 3.0% | -1.0%
CN1CCN(NC(=O)CC(C)(C)C)CC1 | -0.18 | 1592 | -2.3% | 1.1 | 7.3% | -0.4% | 1.9% | -0.2% | -8.9% | -9.6%
O=C(Nc1cccnc1)c1noc2c1CCCCC2 | -0.28 | 1799 | 4.8% | 1.1 | 4.4% | -3.8% | -0.6% | x | 14.7% | 5.3%
COc1ccc(CCN2C(=O)C3CC=C(C)CC3C2=O)cc1OC (stereo not given) | x | x | 0.5% | 1 | 6.8% | 4.9% | -0.1% | -0.2% | 2.4% | 4.2%
NC(=O)c1ccc(NC(=O)CC23CC4CC(CC(Br)(C4)C2)C3)cc1 | x | x | 0.2% | x | 9.3% | x | 1.9% | 0.0% | x | x
Cc1cccc(C2=N/C(=C/c3cccs3)C(=O)O2)c1 | 1.06 | 1063 | 7.3% | 1.1 | 1.7% | 1.6% | 1.2% | 0.2% | -2.3% | -0.2%
CCOc1cc(N2CCOCC2)c(OCC)cc1NC(=O)COC(=O)c1cc(C)oc1C | -0.51 | 1117 | 6.0% | 1.1 | -4.5% | 0.7% | 1.1% | -0.3% | -2.7% | 6.8%
COc1ccccc1NC(=O)CSc1nnc(Cn2nnc(-c3ccccc3)n2)n1-c1ccccc1 | -0.05 | 1278 | -2.2% | 1.1 | 17.0% | x | 6.2% | 0.1% | 10.0% | 14.3%
Cc1cccc(OC(=O)CN2C(=O)C3C4CCC(C4)C3C2=O)c1C (stereo not given) | x | x | 11.2% | 1.1 | 0.8% | 0.6% | 0.8% | 0.3% | -2.1% | -3.5%
CC(C)(C)c1ccc(OCc2nnc(SCC(N)=O)n2N)cc1 | -0.16 | 1256 | 4.0% | 1.1 | 6.2% | -2.6% | 1.4% | 0.7% | -18.9% | -9.9%
O=C(CSc1nnc2scc(-c3ccccc3)n12)NCc1ccc2c(c1)OCO2 | 0.29 | 1315 | 16.8% | 1 | 0.8% | -1.8% | 1.9% | 0.0% | 19.8% | 11.1%
CCOc1cc(/C=C(\C#N)C(=O)Nc2ccccc2[N+](=O)[O-])ccc1OCc1cccc2ccccc12 | x | x | 2.2% | 1 | 9.4% | 2.0% | x | 0.5% | 0.7% | 5.6%
O=C1C2C3C=CC(C2C(=O)N1C1CCCCC1)C1C2C(=O)N(C4CCCCC4)C(=O)C2C31 (stereo not given) | -0.22 | 1358 | 4.2% | 1.1 | 6.8% | 2.6% | 1.4% | -0.8% | 5.8% | -2.7%
O=C(Nc1cc(C(F)(F)F)ccc1N1CCOCC1)c1cnccn1 | x | x | -0.6% | x | 11.0% | x | 1.9% | -0.3% | x | x
O=C(N1CCCC1)C12CC3CC(CC(Cl)(C3)C1)C2 | x | x | -1.1% | x | 2.9% | x | 1.1% | 0.1% | x | x
O=C(Nc1ccc(Oc2ncnc3cc(Cl)ccc23)nc1)Nc1cccc(C(F)(F)F)c1 | -0.39 | 991 | -11.0% | x | 4.2% | x | x | 0.3% | x | x
CC1=CC2=C(OC1N(C)C)c1cccc3cccc(c13)C2=O (stereo not given) | 0.91 | 1190 | -11.6% | 1 | 11.6% | -1.4% | 1.8% | 0.4% | 5.2% | -28.6%
CCOC(=O)c1sc2nc(Cc3ccc(Cl)cc3)[nH]c(=S)c2c1C | -1.62 | 1396 | -4.3% | 1.2 | -1.3% | 1.7% | -1.5% | -0.4% | -22.2% | -8.3%
O=c1[nH]c(Cc2cccc(C(F)(F)F)c2)nc2ccccc12 | x | x | 16.8% | x | 0.1% | x | 6.8% | u | x | x
Clc1ccc(NCc2nncn2-c2ccccc2)cc1 | -1.29 | 905 | -6.0% | 1.1 | 2.2% | -1.9% | 0.4% | -0.1% | 3.9% | -4.8%
O=C(CCc1nc2ccccc2s1)OCC(=O)c1ccc[nH]1 | -0.29 | 1610 | -0.1% | 1.3 | 4.3% | 2.9% | 0.1% | 0.3% | 1.4% | 2.3%
CCCC1C(c2ccccc2)C(C#N)(C#N)C2(C#N)CC1(N)NC2=O (stereo not given) | 1.12 | 1513 | -5.2% | 0.9 | -0.8% | -0.6% | 0.3% | 0.3% | 9.1% | 8.0%
O=C(Nc1nnc(SCC(=O)N2CCCC2)s1)C1CC(=O)N(c2ccccc2)C1 (stereo not given) | x | x | 2.8% | x | 9.8% | x | 1.4% | 0.2% | x | x
COc1cc2c(cc1NC(C)=O)CCCC2 | x | x | 13.0% | 1.1 | 7.5% | -3.3% | 0.1% | 0.3% | -7.7% | -3.2%
O/N=C1\CCCc2ccc3ccccc3c21 | 0.54 | 1081 | -11.3% | x | -20.2% | x | 0.1% | -0.1% | x | x
CC1CCN(c2nc3ccccc3nc2C(C#N)C(=O)OC2CCCCC2)CC1 (stereo not given) | 0.65 | 1158 | -2.7% | 0.9 | 16.4% | -0.2% | 0.1% | 0.3% | -6.9% | -11.1%
O=C(CNCc1ccccc1)Nc1ccc(F)cc1 | x | x | 13.9% | 1.1 | 1.4% | 0.3% | -0.2% | 0.2% | 8.9% | 15.3%
COc1ccc(N(CC2CO2)S(=O)(=O)c2ccc(C)cc2)cc1 (stereo not given) | x | x | -1.9% | x | 5.4% | x | 0.1% | -1.3% | x | x
O=C(Nc1nc2ccccc2n1CCOc1ccc(Cl)cc1)c1ccco1 | 0.04 | 949 | 12.5% | 1.1 | 7.2% | 20.7% | 9.1% | 0.5% | -1.0% | 5.9%
CC(=O)c1cccc(NC(=O)CN(c2ccccc2F)S(C)(=O)=O)c1 | x | x | -6.1% | 1.1 | -0.7% | -3.2% | 0.0% | 0.3% | -8.1% | -11.4%
Cn1ccnc1SCC(=O)Nc1ccc(Cl)cn1 | 0.09 | 1586 | 0.8% | 1 | 17.6% | -2.0% | -0.3% | 0.0% | 11.9% | 12.1%
Cc1ccc(C2CN(C)C3(C(=O)Nc4ccccc43)C23COc2ccccc2C3=O)cc1 (stereo not given) | -0.78 | 1543 | 9.3% | 1.1 | 12.7% | 14.5% | 6.3% | x | 15.1% | 9.9%
CCCc1cc(=O)n2nc(N3CCC(C(=O)Nc4c(F)c(F)c(F)c(F)c4F)CC3)sc2n1 | x | x | 0.6% | x | 2.4% | x | 0.5% | -0.1% | x | x
Cc1ccc(C#CC(C)(O)C(C)(C)C)cn1 (stereo not given) | 0.74 | 1141 | -5.9% | x | 6.5% | x | 4.8% | 0.9% | x | x
CCOc1ncccc1C(=O)OCC(=O)NCCc1ccccc1 | 0.67 | 915 | 0.0% | 1.1 | 6.8% | -0.7% | 1.5% | 0.4% | -0.5% | 0.0%
CC(C)OCCCNC(=O)c1ccc2c(c1)NC(=O)c1ccccc1S2 | x | x | 3.6% | x | 6.6% | x | 3.9% | -0.5% | x | x
O=[N+]([O-])c1cccc(/C=N/NC2CCS(=O)(=O)C2)c1 (stereo not given) | x | x | -7.8% | x | -8.2% | x | -2.0% | 0.1% | x | x

Random draw from the library, and some 1.5% of all compounds hit somewhere here.
